# SKN-1 block: C. elegans SKN-1 inhibition; C. elegans VP596 Pgst-4::GFP/RFP ratio, acrylamide-induced, 24 h; inhibition, % at 21.8 µM; hit rate 0.49% among 360,000; AID 624304;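 active = interference check ratio from 0.5 to 1.5 plus GFP to RFP signal ratio inhibition reaching or exceeding a fixed threshold, cut at about 30% in these data, passing the limit was not always enough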; note: some compounds called inactive have numbers as strong as hits
# E coli Lon inh: E. coli protease La inhibition; P0A9M0; purified E. coli Lon protease, fluorescence polarization; inhibition, % at 7.94 µM; hit rate 0.42% among 360,000; AID 602123; in the data active = inhibition above about 13%, passing the limit was not always enough;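 note: 0% = enzyme with probe and DMSO and 100% = no enzyme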
# CendR NRP1 mod: NRP-1/CendR interaction modulation. inhibition, % at 25 µM. O14786. hit rate 0.85% among 360,000. FAM-RPARPAR peptide binding to NRP-1, fluorescence polarization;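 active = inhibition or corrected inhibition above about 18%, plus a signal ratio from 0.5 to 1.5, limit read from the data, passing the limit was not always enough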; note: strong numbers were not always called active
# Target sequence (O14786 whole entry, looked up): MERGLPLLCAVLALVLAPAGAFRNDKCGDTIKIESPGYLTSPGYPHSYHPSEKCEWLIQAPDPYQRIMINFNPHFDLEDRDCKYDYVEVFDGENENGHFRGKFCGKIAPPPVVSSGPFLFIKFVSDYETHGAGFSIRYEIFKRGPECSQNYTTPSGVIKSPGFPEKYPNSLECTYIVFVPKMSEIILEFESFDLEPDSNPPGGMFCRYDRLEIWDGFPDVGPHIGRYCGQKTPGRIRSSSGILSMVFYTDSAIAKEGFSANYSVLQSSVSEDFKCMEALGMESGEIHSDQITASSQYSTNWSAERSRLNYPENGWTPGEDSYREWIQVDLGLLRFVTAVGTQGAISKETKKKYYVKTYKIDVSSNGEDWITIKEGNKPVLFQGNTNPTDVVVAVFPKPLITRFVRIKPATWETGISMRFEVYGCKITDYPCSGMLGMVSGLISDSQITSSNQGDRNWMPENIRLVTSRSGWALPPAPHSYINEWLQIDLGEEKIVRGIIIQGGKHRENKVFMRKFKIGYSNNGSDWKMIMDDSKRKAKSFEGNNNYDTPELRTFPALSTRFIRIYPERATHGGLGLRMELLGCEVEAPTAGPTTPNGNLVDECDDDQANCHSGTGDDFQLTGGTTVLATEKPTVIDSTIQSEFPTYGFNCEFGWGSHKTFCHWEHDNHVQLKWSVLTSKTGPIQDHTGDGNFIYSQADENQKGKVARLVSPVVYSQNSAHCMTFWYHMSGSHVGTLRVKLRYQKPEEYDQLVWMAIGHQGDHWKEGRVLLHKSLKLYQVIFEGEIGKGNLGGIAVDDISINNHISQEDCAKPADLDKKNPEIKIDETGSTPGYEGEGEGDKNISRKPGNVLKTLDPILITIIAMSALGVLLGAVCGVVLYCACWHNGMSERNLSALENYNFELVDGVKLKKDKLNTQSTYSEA
# Neddyl block: inhibitors of human cullin neddylation; calls only at 25 µM; AID 651699; P61081+Q13564; hit rate 0.58% among 360,000; TR-FRET cullin neddylation, biochemical; in the data active = inhibition above about 36%
# FAS TE block: inhibitors of human fatty acid synthase thioesterase domain; P49327; recombinant FAS-TE, OMFH fluorogenic substrate, fluorescence endpoint; inhibition, % at 15 µM; hit rate 0.67% among 360,000; AID 602261;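 active = compounds whose normalised, plate-corrected inhibition of enzyme fluorescence in the single-dose primary screen is 50% or more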;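 note: 0% = DMSO with enzyme and 100% = substrate without enzyme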
# MsrA inhibitor: bovine MsrA inhibition; hit rate 0.75% among 360,000; inhibition, % at 15.5 µM; AID 651718; purified bovine MsrA, absorbance read-out; in the data active = inhibition above about 4.5%;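 note: 0% = vehicle wells with enzyme and 100% = reference inhibitor wells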
# Rin1 Abl inh: blocks binding of human Rin1 to Abl. P00519+Q13671. TR-FRET Rin1/Abl binding, biochemical. inhibition, % at 7.35 µM. hit rate 0.4% among 360,000. AID 588664; in the data active = inhibition above about 5%, passing the limit was not always enough
# MsrA act: activators of bovine methionine sulfoxide reductase A; purified bovine MsrA, absorbance read-out; activation, % at 10.6 µM; hit rate 0.3% among 360,000; AID 602163; in the data active = activation above about 7.5%;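 note: 0% = vehicle and 100% = reference activator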
# MT1-MMP act inh: inhibitors of human MT1-MMP activation. HT1080 RFP-PRO-GFP cells, GFP/RFP ratio fluorescence, overnight; percent of plate control window, DMSO zero. GFP/RFP ratio change, % at 20 µM. hit rate 0.061% among 360,000. AID 651647;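 active = GFP/RFP ratio change of at least 30% with cell ATP level not reduced by more than half and red fluorescence within 50% of control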; note: strong numbers were not always called active
#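 Assay system: RFP-PRO-GFP reporter HT1080 cells; read-out basis: GFP/RFP fluorescence ratio; benchmarks: DMSO wells and RFP-L50D-GFP cells; doses: 20 µM single dose, 1% DMSO; schedule: overnight cell settling, then overnight compound exposure, 37 °C, 5% CO2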
# The depositor's hits bear a star; i = inactive; . = no result given.
SMILES,SKN-1 block,E coli Lon inh,CendR NRP1 mod,Neddyl block,FAS TE block,MsrA inhibitor,Rin1 Abl inh,MsrA act,MT1-MMP act inh
Cc1ccc(NC(=O)Cn2cc(C(=O)C3CC3)c3ccccc32)c(C)c1,1.0,-8.7,10.9,i,-0.5,-1.3,-4.4,-0.9,-3.3
CCn1c(=S)sc2c(=O)n(CC(=O)Nc3ccccc3OC)c(C)nc21,16.4,1.6,11.1,i,37.7,0.6,-3.0,-3.0,4.8
CC(C)CCNC(=O)COc1ccc(C(=O)c2ccccc2)cc1,4.5,2.8,1.9,i,7.0,-0.6,1.8,-2.3,0.7
O=C(Nc1nc2ccccc2s1)c1cc(-c2ccco2)nc2ccccc12,4.6,-23.1,-34.6,.,17.8,2.7,-4.8,-1.5,-6.3
Cc1cc(N/N=C/c2ccccc2)nc(N2CCOCC2)n1,-2.5,0.5,-21.4,i,5.6,2.3,1.7,-4.5,1.0
Cc1cc(C)cc(N(C(=O)c2ccccn2)C(C(=O)NC2CCCCC2)c2cccs2)c1 (configuration not stated),-0.8,-1.2,-11.8,i,2.5,-1.1,-0.4,-0.1,4.6
COc1ccccc1N(C1=NCCCS1)S(=O)(=O)c1ccc(C(C)(C)C)cc1,-0.7,4.6,0.9,i,28.3,1.4,-1.6,-1.4,-18.1
COc1cccc(CN2CCC(C(=O)N3CCN(Cc4ccc5c(c4)OCO5)CC3)CC2)c1,-17.0,-10.6,5.6,i,-4.7,0.3,2.5,1.1,3.5
Cc1cc(Nc2ccccc2O)c2ccccc2n1,5.2,3.3,6.1,i,-4.5,1.8,-3.7,-2.8,2.8
COCc1cc(N2CCOCC2)nc(-c2ccccc2)n1,1.0,-7.3,4.0,i,-7.3,-1.1,3.1,-4.5,-5.1
CCCCC(NC(=O)CCc1c(C)c2cc3c4c(oc3c(C)c2oc1=O)CCCC4)C(=O)O (configuration not stated),-27.8,-1.8,-1.3,i,-7.4,1.6,2.5,-10.1,-0.6
Cc1ccc(N2C(=O)C3C4C=CC(CC4)C3C2=O)cc1Br (configuration not stated),-2.8,-1.9,-6.8,i,-6.2,-0.8,-0.5,-4.1,2.1
Cc1ccc(Nc2n[nH]c(=S)s2)cc1C,6.5,-3.0,9.6,i,-6.6,0.8,1.5,7.8*,-0.6
CCOC(=O)c1c(C)[nH]c(C)c1C(=O)COC(=O)CCOc1ccccc1OC,4.1,-5.5,-7.0,i,-2.4,0.8,-2.5,-3.4,-1.6
COc1cc(/C=C/C(=O)OCC(=O)N(C)CC(=O)Nc2ccc(F)cc2)ccc1OC(F)F,-9.7,-6.4,-2.8,i,-3.0,1.2,0.1,-9.6,-2.7
Cc1cccc(C)c1Nc1nnc(SCC(=O)c2ccc3c(c2)NC(=O)CO3)s1,7.7,-3.0,14.9,i,-2.9,-0.2,-2.8,-0.8,-0.9
O=C(Nc1ccc(Cl)cc1F)c1cccc2ccccc12,16.1,-6.4,10.3,i,13.0,-1.2,3.7,-1.7,-1.1
FC(F)(F)c1ccccc1Nc1nccs1,-0.4,3.0,-7.5,i,-3.5,0.1,-2.7,-1.9,1.6
O=C(CN(Cc1ccco1)C(=O)CNS(=O)(=O)c1ccc(F)cc1)NCc1ccco1,4.5,-5.3,4.5,i,-1.7,-0.8,0.0,3.4,1.8
C/C(=N\N=C(/N)SC1CC(=O)N(c2cccc(Cl)c2)C1=O)c1cccs1 (configuration not stated),2.7,-7.1,5.4,i,21.9,1.0,-1.7,-4.3,6.8
CC1=C([N+](=O)[O-])C(c2ccc3c(c2)OCO3)N(C)C(=O)N1C (configuration not stated),10.3,-0.4,0.9,i,-1.9,0.8,1.9,-2.9,-0.5
O=C(CCNC(=O)c1ccc(Cl)cc1)Nc1cc(C(F)(F)F)ccc1N1CCOCC1,12.7,-15.7,2.8,i,12.7,0.2,-5.2,-0.6,2.0
CC(C)(C)CC(=O)Nc1ccc(-c2nnc3n2CCCCC3)cc1,-1.8,-4.9,11.0,i,-2.7,-1.2,1.7,-2.8,0.5
Cc1ccccc1CN1CCN(C(C)C(=O)NNC(=O)c2ccc(F)cc2)CC1 (configuration not stated),14.8,6.7,7.6,i,-8.0,0.2,-4.2,-3.4,-4.6
Cc1ccc2[nH]c(O)c(N=NC(=O)C3CC3c3ccccc3)c2c1Br (configuration not stated),10.6,-9.9,2.4,i,-1.3,0.6,0.8,-2.7,2.4
COc1ccc(OC)c(NC(=O)COC(=O)CCS(=O)(=O)c2ccc(Cl)cc2)c1,-19.2,4.7,7.0,i,-2.7,0.8,2.8,-7.6,-3.7
CCn1c(/C(C#N)=N/O)nc2ccccc21,-14.1,-1.1,2.8,i,-15.1,3.8,-1.1,-7.4,3.3
Cc1cc(C)c(C)c(S(=O)(=O)Nc2ccc3cn[nH]c3c2)c1C,7.2,5.8,-5.0,i,1.4,0.2,-0.3,-3.3,-12.0
Cc1csc(N2CCCC2=O)n1,-5.7,-6.6,2.4,i,-13.2,1.7,2.7,-9.4,-0.3
COc1ccc(C2=NO[C@@H]3C(=O)N(c4c(C)cccc4C)C(=O)[C@H]23)cc1OC,26.6,12.1,3.0,i,3.3,0.2,-3.5,0.5,3.7
CC(SCC(=O)NC(C)C1CC2CCC1C2)C(=O)O (configuration not stated),5.3,-9.9,11.6,i,-9.3,-0.4,-0.3,-0.5,3.4
Cc1c(C(=O)Nc2c(F)cc(F)cc2Br)sc2ncn(CC(=O)N3CCCC3)c(=O)c12,-5.1,-22.5,-22.7,i,-4.8,0.5,3.7,-7.0,-2.8
CC(=O)Nc1ccc(NS(=O)(=O)c2ccc(C)cc2)cc1[N+](=O)[O-],1.5,10.8,13.3,i,-4.0,-0.7,-1.1,0.0,2.7
O=C(c1ccc2c(c1)OCO2)N1CCN(c2ccccc2F)CC1,26.4,9.6,13.0,i,-3.3,-0.4,1.7,0.2,-1.1
CC1(C)C(=O)OC(C(=O)c2ccccc2)C2(CCCCC2)C1=O (configuration not stated),4.0,-5.8,1.3,i,-1.5,0.0,0.6,-1.3,-2.5
O=C(CSc1nn(-c2ccc(F)cc2)c(=S)s1)NC1CCS(=O)(=O)C1 (configuration not stated),1.9,9.1,-5.4,i,1.4,3.0,-1.7,-1.1,-1.3
N#CC(=C1CCCC1)c1nc(-c2cc3ccccc3oc2=O)cs1,10.6,-9.6,-5.0,i,12.7,-0.1,0.9,-1.2,2.8
O=C(C1CCCCC1)N1C[C@@H](n2cc(C3CC3)nn2)[C@H](O)C[C@@H]1c1ccc(Cl)cc1,-4.9,2.6,-2.5,i,2.8,-0.1,0.7,-0.5,1.3
COc1ccc(CCNC(=O)c2cn(C)c3ccc(S(=O)(=O)N4CCOCC4)cc3c2=O)cc1OC,-8.8,-13.4,-7.1,i,-3.1,1.6,-1.0,-2.5,-3.7
CCn1c(SCc2c(F)cccc2Cl)nnc1-c1ccco1,-2.6,0.8,0.9,i,-10.1,1.3,3.7,-7.4,-1.4
O=C(Nc1ncccc1O)C1CCN(S(=O)(=O)c2ccc3ccccc3c2)CC1,-2.2,1.7,5.2,i,-4.2,-0.5,1.4,-1.2,-0.7
COc1ccc(S(=O)(=O)NC(C)C(=O)N2CCCC2)cc1Cl (configuration not stated),8.7,0.1,-5.4,i,-2.5,-0.4,-0.2,-6.8,3.2
CCOc1ccc2c(c1)OC(c1ccccc1)(C(F)(F)F)NC2=O (configuration not stated),-3.1,-10.1,1.2,i,-2.7,0.7,5.1,0.8,-9.1
COc1cc(Cl)cc(C(=O)O)c1OCC(=O)O,11.1,3.8,6.0,i,-3.5,2.1,0.3,-5.0,1.3
CCOC(=O)c1ccc(Oc2nc(SC)nc(N(C)C)n2)cc1,5.5,2.9,16.1,i,10.4,-0.4,-1.1,0.0,2.2
Cc1ccc(CC(CC(=O)O)C(=O)NC2CCCCC2)cc1 (configuration not stated),-0.1,1.5,11.2,i,-4.5,-0.3,0.5,-1.3,6.1
COc1cc(CN2CCCC(CO)(Cc3cccc(Cl)c3)C2)cc(OC)c1O (configuration not stated),-12.7,-4.7,2.9,i,0.2,-0.4,-0.9,-1.9,2.2
CC(C)(C)N1C(=O)c2ccccc2NC(=O)N1Cc1ccc(Br)cc1,-2.1,2.9,-1.8,i,4.7,-0.2,1.2,-10.8,-6.3
O=C(CSc1nnc2ccccn12)Nc1ccccc1Cl,0.4,-10.9,17.6,i,-7.0,1.1,1.1,0.7,1.9
Cc1ccc(C)c(OCc2nnc(NC(=O)c3ccco3)s2)c1,-3.9,-2.0,-9.5,i,-4.9,-0.2,-2.4,-3.2,0.0
COc1ccc(CNC(=O)CSc2nnc(NC(=O)c3ccccc3F)s2)cc1,12.1,-3.5,-5.3,i,-3.6,0.8,-1.1,0.7,1.3
COc1ccc(CN(Cc2cc3cc(C)ccc3[nH]c2=O)C(=O)N(C)C)cc1,8.9,-4.8,-8.2,i,-5.8,1.4,2.3,-1.7,-4.9
C=CCn1cc(C(=O)c2cc(Br)ccc2O)cc(C#N)c1=O,6.2,3.3,-51.7,i,5.8,2.0,-1.7,-1.0,-4.5
COc1ccc(-n2nc3c(c2NC(=O)c2ccc4c(c2)OCO4)CS(=O)(=O)C3)cc1,19.9,2.4,1.7,i,-3.7,0.1,1.9,-6.8,-5.0
CCc1nnc(NS(=O)(=O)c2ccc(NC(=O)OC)cc2)s1,2.6,9.3,3.0,i,-4.4,-0.5,-0.8,-2.5,2.7
O=C(O)CCC(=O)N1CCC(C(=O)c2cccc(Cl)c2)CC1,2.9,-3.6,6.2,i,-6.8,-1.2,-1.2,-3.3,3.6
CCOc1cc(N2CCOCC2)c(OCC)cc1NC(=O)c1ccc(S(=O)(=O)N2CC(C)OC(C)C2)cc1 (configuration not stated),-1.6,0.0,5.5,i,6.9,-0.1,3.6,-6.2,-0.2
CCc1ccc(CN(C)C(=O)c2ccc3c(c2)OCCO3)cc1,7.4,7.2,3.4,i,5.5,0.0,1.4,-0.1,-0.6
CC1CN(Cc2cc(=O)[nH]c(C(C)C)n2)CC(C)O1 (configuration not stated),-3.8,-5.4,2.6,i,-4.4,-0.7,2.8,-13.1,1.6

# Retrieved by compound from the entries so far:
SMILES,SKN-1 block,E coli Lon inh,CendR NRP1 mod,Neddyl block,FAS TE block,MsrA inhibitor,Rin1 Abl inh,MsrA act,MT1-MMP act inh
CCOc1cc(N2CCOCC2)c(OCC)cc1NC(=O)c1ccc(S(=O)(=O)N2CC(C)OC(C)C2)cc1 (configuration not stated),-1.6,0.0,5.5,i,6.9,-0.1,3.6,-6.2,-0.2
COc1ccc(CN(Cc2cc3cc(C)ccc3[nH]c2=O)C(=O)N(C)C)cc1,8.9,-4.8,-8.2,i,-5.8,1.4,2.3,-1.7,-4.9
O=C(CSc1nnc2ccccn12)Nc1ccccc1Cl,0.4,-10.9,17.6,i,-7.0,1.1,1.1,0.7,1.9
O=C(O)CCC(=O)N1CCC(C(=O)c2cccc(Cl)c2)CC1,2.9,-3.6,6.2,i,-6.8,-1.2,-1.2,-3.3,3.6
COc1ccc(CNC(=O)CSc2nnc(NC(=O)c3ccccc3F)s2)cc1,12.1,-3.5,-5.3,i,-3.6,0.8,-1.1,0.7,1.3

# Sorted by value in E coli Lon inh (highest first): three of the compounds above
Structure | E coli Lon inh
Cc1ccccc1CN1CCN(C(C)C(=O)NNC(=O)c2ccc(F)cc2)CC1 (configuration not stated) | 6.7
Cc1cc(Nc2ccccc2O)c2ccccc2n1 | 3.3
Cc1cc(C)cc(N(C(=O)c2ccccn2)C(C(=O)NC2CCCCC2)c2cccs2)c1 (configuration not stated) | -1.2

# Assay outcomes: PubChem, several laboratories
